DRD3 antagonist: D3 dopamine receptor (human) antagonism | P35462 | AID 652054 | D3R cells, DiscoveRx beta-arrestin luminescence, antagonist mode; hits give low values | max response, negative = inhibition, % | 360,000 tested, 2.5% active; in the data active = max response below about -50%; inconclusive = no clear call, values can overlap the other calls; note: % is set by controls: 0 for no effect and ±100 for the full control effect; mostly tested at two doses, the higher about 12 µM
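Cells expressing the human receptor were seeded at 1500 cells/well, incubated overnight at 37 degrees C in 5% CO2, then exposed to library compounds with dopamine controls for 90 minutes at 37 degrees C before luminescent detection.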
FUS suppressor: rescues growth of FUS-expressing yeast; S. cerevisiae FUS-expressing, growth rescue, OD600, 24 h; Potency, µM (doses to about 76.6 µM), inactives show top-dose growth rescue (activation), hits mostly activators; 390,000 tested, 0.24% active; AID 1347120;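 note: potency is the fitted concentration of half-maximal effect; plate controls were DMSO vehicle for no effect and reference control for full effect; nearly all actives have a fitted effect of over 55% in size; some results filed as inactive show a strong effect at the top dose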
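FUS-expressing yeast, raffinose-pregrown, induced in 2% galactose minimal medium at OD 0.005; compounds in a dilution series, 24hr at 30C. Growth restoration read as absorbance at 600 nm. CP55940 positive control, DMSO negative.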
PTHR1 agonist: agonists of human PTHR1 parathyroid hormone receptor; HEK293 GP2 PTHR1 cells, GloSensor cAMP luminescence, 1 h; Potency, µM (series often up to 115 µM), inactives show at the top dose activation, hits mostly activators; 410,000 tested, 0.075% active; AID 743266; note: potency is the fitted concentration of half-maximal effect; nearly all actives have a fitted effect of over 55% in size; some results filed as inactive show a strong effect at the top dose; inactives centre near -15; many of its hits are not listed in these tables
Target sequence (Q03431 whole entry, looked up): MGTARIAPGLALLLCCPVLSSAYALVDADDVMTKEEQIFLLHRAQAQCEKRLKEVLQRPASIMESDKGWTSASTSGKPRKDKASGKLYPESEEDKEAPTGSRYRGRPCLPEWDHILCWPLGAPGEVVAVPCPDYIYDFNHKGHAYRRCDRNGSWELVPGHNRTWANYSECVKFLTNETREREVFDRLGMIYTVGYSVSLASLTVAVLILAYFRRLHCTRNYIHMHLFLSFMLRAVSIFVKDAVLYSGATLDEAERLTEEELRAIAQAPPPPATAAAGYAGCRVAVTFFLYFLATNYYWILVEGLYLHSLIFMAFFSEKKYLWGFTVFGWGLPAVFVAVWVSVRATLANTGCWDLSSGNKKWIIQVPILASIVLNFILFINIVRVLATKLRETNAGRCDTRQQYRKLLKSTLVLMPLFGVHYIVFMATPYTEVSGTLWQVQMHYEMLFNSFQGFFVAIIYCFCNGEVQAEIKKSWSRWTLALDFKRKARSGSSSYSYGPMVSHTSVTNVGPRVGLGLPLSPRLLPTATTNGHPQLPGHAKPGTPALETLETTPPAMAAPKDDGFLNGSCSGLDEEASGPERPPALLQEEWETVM
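HEK-293-derived GP2 cells expressing PTHR1 and a GloSensor cAMP reporter, 3,000/well, plated overnight, given luciferin plus IBMX (each 0.5 mM as added) for 1 h at 37 °C, then compound for 1 h at 37 °C. Luminescence was read after 15 min at room temperature.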
GLP-1R agonist: activates the human GLP-1 receptor; P43220; HEK293 GLP-1R CRE-luciferase, luminescence, 4-6 h; cells express a hypersensitive GLP-1R form; Potency, µM (doses to about 45.6 µM), inactives show top-dose activation, usual class: activators; 380,000 tested, 0.007% active; AID 624172; note: potency is the fitted concentration of half-maximal effect; % of control where 0% means no effect
Target sequence (P43220 whole entry, looked up): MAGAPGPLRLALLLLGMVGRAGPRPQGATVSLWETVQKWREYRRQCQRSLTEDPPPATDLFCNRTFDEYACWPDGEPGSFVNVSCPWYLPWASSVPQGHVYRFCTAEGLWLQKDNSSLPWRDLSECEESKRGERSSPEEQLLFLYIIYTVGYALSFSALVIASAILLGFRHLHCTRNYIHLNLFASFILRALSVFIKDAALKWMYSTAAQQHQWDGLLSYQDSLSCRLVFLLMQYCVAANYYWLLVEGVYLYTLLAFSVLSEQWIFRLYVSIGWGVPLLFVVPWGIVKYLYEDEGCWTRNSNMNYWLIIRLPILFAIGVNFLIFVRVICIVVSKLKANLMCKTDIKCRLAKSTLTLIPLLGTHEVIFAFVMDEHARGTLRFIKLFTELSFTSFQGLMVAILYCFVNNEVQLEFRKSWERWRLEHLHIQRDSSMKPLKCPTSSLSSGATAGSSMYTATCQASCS
aSyn yeast inh: alpha-synuclein toxicity inhibition in yeast | Potency, µM (doses to about 46.1 µM), for inactives: at the top dose growth rescue (activation), usual class: activators | Yeast expressing alpha-synuclein, growth rescue, BacTiter-Glo, 24 h | 370,000 tested, 0.14% active; note: potency is the fitted concentration of half-maximal effect; % of control where 0% means no effect; nearly all actives have a fitted effect of over 65% in size
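Galactose-induced alpha-syn yeast (OD600=0.02, raffinose-pregrown) + pinned cpd, 24 hr, 30 deg C; growth by BacTiter-Glo luminescence. Growth restoration scores as activation.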
pAkt inh: inhibitors of Akt phosphorylation. Neuro2A IGF-stimulated pAkt S473 HTRF, 20 min; hits give low values. activity change, % for hits at 50 µM. 360,000 tested, 0.32% active. AID 651550; in the data active = activity change below about -80%; inconclusive = mostly about -51% to -80%; note: % is set by controls: 0 for no effect and ±100 for the full control effect
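Single-point screen (50 µM final compound) in Neuro2A cells stimulated 20 min with 6 nM IGF at 37 deg C. After lysis, Ser473-phosphorylated Akt read by HTRF (ex 330 nm, em 615/665 nm) as the 665/615 ratio.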
Abeta yeast res: compounds reversing amyloid beta toxicity in yeast. Potency, µM (top dose mostly 46.1 µM), inactives show at the top dose growth rescue, most hits filed as activators. AID 1347071. yeast expressing A-beta42, growth rescue, OD600, 48 h; response scale: 0% DMSO, 100% iron-clioquinol control. 410,000 tested, 0.063% active; note: potency is the fitted concentration of half-maximal effect; nearly all actives have a fitted effect of over 55% in size
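Growth rescue measured by 600 nm absorbance after 48 h yeast culture at 30 C with compound. Values normalized between DMSO and an equimolar ferric chloride plus clioquinol control.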
GLP1R inv ag: acts as inverse agonist at human GLP-1 receptor; 410,000 tested, 1.6% active; HEK293 GLP-1R CRE-luciferase, luminescence, 24 h; GLP-1R form is constitutively active; AID 624417; P43220; Potency, µM (doses to about 38.3 µM), inactives show top-dose activity change, negative = inhibition, hits mostly inhibitors; note: potency is the fitted concentration of half-maximal effect; % is set by controls: 0 for no effect and ±100 for the full control effect; nearly all actives have a fitted effect of over 55% in size
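HEK293 cells stably co-expressing a cAMP-responsive luciferase reporter and constitutively active GLP-1R were seeded, incubated 12 h, then exposed to compounds for 24 h at 37 C. Luminescence was read 12 min after detection reagent; inverse agonists lower signal.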
TDP-43 yeast inh: rescues yeast growth from TDP-43 toxicity. TDP-43 expressing yeast growth rescue, BacTiter-Glo, 24 h. AID 652104. 410,000 tested, 1.8% active. Potency, µM (highest dose often 46.1 µM), inactives show at the highest dose growth rescue (activation), hits mostly activators; note: potency is the fitted concentration of half-maximal effect; % of control where 0% means no effect; nearly all actives have a fitted effect of over 50% in size
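Cell-based yeast growth screen: TDP-43 expression induced in galactose, inoculum OD600=0.02 after raffinose pregrowth to mid-log. Read-out BacTiter-Glo luminescence at 24 hr, 30 deg C; inhibition of toxicity seen as signal increase.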
* marks the source's active call; other numbers are inactive results; i = inactive; ? = inconclusive; . = no result given; [ ] = another dose, or the depositor's remark. Unless noted, calls come from the whole dose curve; as a rule, active = well fitted curve in the direction sought with a large enough effect; inconclusive = small, poorly fitted or top-dose-only effect, or another doubt; inactive = no such curve, though single readings can be large; an effect the other way counts as inactive or inconclusive.

SMILES | DRD3 antagonist | FUS suppressor | PTHR1 agonist | GLP-1R agonist | aSyn yeast inh | pAkt inh | Abeta yeast res | GLP1R inv ag | TDP-43 yeast inh
Cc1ccsc1-c1nc(CSCC(=O)NCc2ccc3c(c2)OCO3)c(C)o1 | 0 | 25% | i | 13% | ? | i | -15% | ? | 24%
O=C(O)C1CCCCC1C(=O)NCc1ccc(Cl)c(Cl)c1 (stereo unspecified) | -5 | -10% | -7% | 17% | 5% | i | 2% | 6% | 6%
N#C/C(=C(/O)CSc1ncn[nH]1)c1nc2ccccc2[nH]1 | -6 | 18% | -5% | -4% | -3% | i | -6% | 18% | 8%
COC(=O)c1ccc(NS(=O)(=O)c2ccc3[nH]c4c(c3c2)CCCC4)cc1 | . | 27% | ? | . | . | . | 15% | ? | -20%
Clc1cccc(C[n+]2cc(-c3ccccc3)n3c2CCC3)c1 | -3 | . | i | -35%[inhibitor] | -2% | i | 7% | -32% | -6%
CCCn1c(SCC(=O)Nc2cc(Cl)ccc2OC)n[nH]c1=O | 27 | -9% | -2%[57.5 µM] | -1% | -1% | i | 12% | -25% | 9%
O=C(CSc1cn(CC(=O)N2CCOCC2)c2ccccc12)Nc1ccccc1C(F)(F)F | . | 18% | -6% | . | . | . | -9% | 5% | 22%
O=C(COC(=O)Cc1ccc(Cl)c(Cl)c1)NCc1ccco1 | -12 | 5% | i | 10% | -2% | i | -4% | -24% | -3%
CC(=O)Nc1nc2[nH]ccc2c(=O)[nH]1 | -9 | -8% | i | 2% | -4% | i | -1% | -9% | -2%
Cc1ccc(NC(=S)NC(=O)c2cccs2)cc1F | -2 | -2% | -12% | 12% | -11% | i | ? | ? | 0%
O=C(N/N=C/c1ccc(OCc2cnc(Cl)s2)cc1)c1ccncc1 | 2 | -41% | -39%[inhibitor] | 21% | -4% | i | 6% | 39%[activator] | ?
N#Cc1cc2c(cc1NC(=O)CCn1cnnn1)OCO2 | 8 | -32% | -3% | 6% | 12% | i | -1% | 16% | 19%
O=C1Nc2ccc(Cl)cc2C12OCCCO2 | 1 | -8% | i | -3% | 0% | i | 11% | 4% | -25%
Cc1ccc(-c2nnn(CC(=O)N(c3cccc(F)c3)C(C(=O)NC3CCCC3)c3ccco3)n2)o1 (stereo unspecified) | -8 | 18% | -15% | -11% | 0% | i | 10% | 0% | -18%
CC(=O)N1CCc2cc(S(=O)(=O)CCC(=O)Nc3ccc(Cl)cc3F)ccc21 | -6 | 7% | i | -5% | 1% | i | 7% | 8% | -12%
CC(C)NC(=O)CSc1ccccc1C(=O)NNC(=O)Cn1ccc(C(F)(F)F)n1 | 32 | . | i | -20% | 1% | i | 6% | 15% | 28%
Cc1cccc(NC(=O)CSc2nc(=O)n(CCCN3CCOCC3)c3c2CCCC3)c1C | 11 | -47% | -20% | 2% | 3% | i | 6% | 7% | 20%
O=C1[C@@H](c2ccccc2)CC[C@@H]2C=CC[C@H]3CCN1[C@@H]32 | ? | -11% | -21% | -2% | -1% | i | -16% | 4% | ?
COc1ccc(N2CC(NC(=O)c3ccc(S(=O)(=O)N4CCCCC4)cc3)CC2=O)cc1OC (stereo unspecified) | . | 25% | -69%[inhibitor] | -1% | . | . | -12% | -6% | 13%
COc1ccc(Cl)cc1Nc1nc(-c2sc(NC(=O)C(C)(C)C)nc2C)cs1 | -9 | ? | i | -1% | -4% | i | 3% | ? | 14%
CC1CCN(C(=O)c2cccc(S(=O)(=O)N3CCCCC3)c2)CC1 | -7 | 30% | -1%[57.5 µM] | 3% | -1% | i | -12% | 10% | 0%
N#Cc1c(N)n(-c2ccccc2)c(=O)c2cc([N+](=O)[O-])ccc12 | -7 | 25% | -8% | -1% | -4% | i | -7% | 13% | -8%
CCC(C)NC(=O)c1ccc(C)c(NC(=O)C2=C(C)OCCS2)c1 (stereo unspecified) | 2 | -11% | i | 0% | 1% | i | 2% | 14% | -3%
c1ccc(CNc2nc3ccccc3n2CCN2CCOCC2)nc1 | 0 | 1% | -10%[57.5 µM] | 3% | 1% | i | 3% | -9% | -15%
O=C(CSc1nnc(-c2n[nH]c3ccccc23)n1-c1ccccc1)Nc1ccccc1Cl | 16 | 13% | -23% | -4% | 1% | i | 0% | ? | ?

2 compounds from above, showing only GLP-1R agonist and Abeta yeast res.
Compound,GLP-1R agonist,Abeta yeast res
O=C(N/N=C/c1ccc(OCc2cnc(Cl)s2)cc1)c1ccncc1,21%,6%
N#Cc1cc2c(cc1NC(=O)CCn1cnnn1)OCO2,6%,-1%

The list continues.
SMILES | DRD3 antagonist | FUS suppressor | PTHR1 agonist | GLP-1R agonist | aSyn yeast inh | pAkt inh | Abeta yeast res | GLP1R inv ag | TDP-43 yeast inh
CCCN(CCC)Cc1c(C(=O)N/N=C/c2cccs2)nnn1-c1nonc1N | -14 | 35% | -17% | 8% | 0% | i | -20% | ? | -26%
O=C1C=C(c2ccccc2)OC(=O)C1C(=O)c1ccccc1 (stereo unspecified) | -22 | -13% | i | 0% | -21% | i | -20% | 26% | -22%
Cc1cc(C)c2nc(N(CCCN(C)C)C(=O)c3ccc4c(c3)OCCO4)sc2c1 | -17 | 15% | -66%[inhibitor] | 3% | 4% | i | 6% | ? | -21%
O=C(O)c1ccccc1OC(=O)C12CC3CC(CC(C3)C1)C2 | 9 | 1% | i | 0% | ? | i | -5% | -14%[7.66 µM] | ?
CC1CN(C(=O)CCC(=O)N2CCCCC2)c2cc(Cl)ccc2O1 (stereo unspecified) | -6 | -2% | -24% | 5% | 9% | i | 2% | -24% | 2%
COc1ccc(-c2c(O)c(C#N)c(-c3ccccc3)n(-c3ccc(OC)cc3)c2=O)cc1 | 6 | . | -26% | 15% | 4% | i | -9% | 17% | 24%
COc1ccccc1CNC(=O)C(=O)NCC1OCCN1C(=O)c1ccc(Cl)cc1 (stereo unspecified) | -11 | 40% | -14% | 8% | -1% | i | -13% | -16% | -26%
COc1ccccc1C1N(c2ccc(Cl)cc2)C(=O)C2CCCN21 (stereo unspecified) | -21 | 17% | i | 5% | 2% | i | 6% | ? | 4%
CC1(c2ccccc2)NC(=O)N(CC#N)C1=O (stereo unspecified) | 13 | -1% | -22% | -8% | -8% | i | 9% | -29%[0.307 µM] | 17%
O=C1c2ccccc2NC2CCCCC12 (stereo unspecified) | -17 | -5% | -24%[57.5 µM] | 0% | -14% | i | -2% | 3% | -17%
Cc1ccc(C)c(C(=O)NC2CC(C)(C)NC(C)(C)C2)c1 | ? | 21% | ? | 2% | 23% | i | -12% | 19% | 5%
NC(=O)CNC(=O)[C@@H]1CC2(CC(c3ccccc3)=NO2)CN1C(=O)c1ccc(Br)cc1 (stereo partly specified) | 48 | 12% | i | 0% | -7% | i | -4% | 6% | 3%
Cc1cc2c(cc1S(=O)(=O)N1CCOCC1)NC(=O)CO2 | -5 | 29% | i | 13% | 2% | i | 3% | 11% | -4%
Cc1ccc(OCCn2cncn2)c([N+](=O)[O-])c1 | -17 | -23% | -16% | 1% | -4% | i | -2% | 13% | 0%
CC1(CO)CCCC1NCCNC1CCCC1(C)CO (stereo unspecified) | 0 | -22% | -1% | -1% | -3% | i | -17% | 23% | 13%
CCN1CCN(C(c2ccccc2F)c2c(O)cc(C)n(CCOC)c2=O)CC1 (stereo unspecified) | . | 4% | -13% | . | . | . | -8% | 2% | 9%
COc1ccc(C(O)c2ncc(-c3ccccc3)[nH]2)cc1F (stereo unspecified) | -21 | -10% | -17% | -4% | -1% | i | 15% | 12% | -2%
FC(F)(F)c1cc(C(F)(F)F)c2ccc(N/N=C/c3ccccc3)nc2n1 | 0 | -14% | ? | 3% | 6% | i | 20% | 9% | 2%
Cc1ccc(N=C2CCCCCN2C)c(C#N)c1 | -6 | ? | -6%[57.5 µM] | -1% | -2% | i | 10% | ? | -5%
O=C(Nc1cc(S(=O)(=O)N2CCOCC2)ccc1Oc1ccc(F)cc1)C1=COCCO1 | -2 | 32% | i | 11% | 5% | i | 8% | 1% | 0%
Cc1ccc(C2C(C#N)=C(N)Oc3nc(-c4ccccc4)[nH]c32)o1 (stereo unspecified) | -24 | -6% | -21%[57.5 µM] | -13% | 0% | i | 7% | 0% | -10%

For reference, some entries already given.
SMILES | DRD3 antagonist | FUS suppressor | PTHR1 agonist | GLP-1R agonist | aSyn yeast inh | pAkt inh | Abeta yeast res | GLP1R inv ag | TDP-43 yeast inh
CCCN(CCC)Cc1c(C(=O)N/N=C/c2cccs2)nnn1-c1nonc1N | -14 | 35% | -17% | 8% | 0% | i | -20% | ? | -26%
O=C1C=C(c2ccccc2)OC(=O)C1C(=O)c1ccccc1 (stereo unspecified) | -22 | -13% | i | 0% | -21% | i | -20% | 26% | -22%
Cc1cc(C)c2nc(N(CCCN(C)C)C(=O)c3ccc4c(c3)OCCO4)sc2c1 | -17 | 15% | -66%[inhibitor] | 3% | 4% | i | 6% | ? | -21%
O=C(O)c1ccccc1OC(=O)C12CC3CC(CC(C3)C1)C2 | 9 | 1% | i | 0% | ? | i | -5% | -14%[7.66 µM] | ?
CC1CN(C(=O)CCC(=O)N2CCCCC2)c2cc(Cl)ccc2O1 (stereo unspecified) | -6 | -2% | -24% | 5% | 9% | i | 2% | -24% | 2%
COc1ccc(-c2c(O)c(C#N)c(-c3ccccc3)n(-c3ccc(OC)cc3)c2=O)cc1 | 6 | . | -26% | 15% | 4% | i | -9% | 17% | 24%
COc1ccccc1CNC(=O)C(=O)NCC1OCCN1C(=O)c1ccc(Cl)cc1 (stereo unspecified) | -11 | 40% | -14% | 8% | -1% | i | -13% | -16% | -26%
COc1ccccc1C1N(c2ccc(Cl)cc2)C(=O)C2CCCN21 (stereo unspecified) | -21 | 17% | i | 5% | 2% | i | 6% | ? | 4%

These rows are one share of the data (hit frequency here may not be typical).
